pCIP destab = lowers stability of the mouse p/CIP coactivator protein. F442A p/CIP-EGFP cells, EGFP fluorescence, 16 h. Q05BA5. decrease of EGFP signal, % at 10 µM. AID 1984. 290,000 tested, 0.01% active;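 active = EGFP signal decrease of at least 30% at 10 µM or well 3 SD below plate mean, unless failing retest; inactive = the rest, including hits failing retest or dose response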; note: some compounds called inactive have numbers as strong as hits; many of its hits are not listed in these tables
IDE cell inh = inhibits human insulin-degrading enzyme in HEK cells; P14735; FAbetaB cleavage, fluorescence polarization; inhibition, % at 5.59 µM; 320,000 tested, 0.41% active; AID 434962;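 active = percent inhibition above the average of all tested compounds plus 3 SD, set per screening campaign, cut at about 16% in these data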;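 note: IDE supplied by intact live HEK cells; FP after avidin binding of uncleaved biotin substrate so inhibition keeps polarization high; 0% = DMSO wells and 100% = 60 µM reference IDE inhibitor Ii1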
UBC9 SUMO inh = blocks human SUMOylation mediated by UBC9; P63279; HTRF SUMOylation assay, SAE1/SAE2 + UBC9, in vitro; inhibition, % at 35 µM; 290,000 tested, 0.36% active; AID 2006; in the data active = inhibition above about 50%, passing the limit was not always enough; note: strong numbers were not always called active
Target sequence (P63279 whole entry, looked up): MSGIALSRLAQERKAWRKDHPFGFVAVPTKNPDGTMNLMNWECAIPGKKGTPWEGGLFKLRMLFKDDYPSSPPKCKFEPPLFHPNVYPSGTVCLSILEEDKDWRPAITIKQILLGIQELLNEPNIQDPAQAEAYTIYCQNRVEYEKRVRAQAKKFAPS
MEKK2wt PB1 HTS = raises or lowers MEK5 binding to wildtype human MEKK2 PB1 domain. AID 1531. Q9Y2U5. bead flow cytometry, Alexa488-MEK5 binding to MEKK2 WT; actives lie on both sides. 290,000 tested, 1.1% active. binding response (% of control), % at 10 µM; in the data active = binding response below about 67% or above about 130%
NALP1 yeast inh = NALP1 inhibition; S. cerevisiae NALP1/ASC/caspase-1 growth, X-gal OD620, 72 h; inhibition, % at 10 µM; 280,000 tested, 0.61% active; in the data active = inhibition mostly above about 24%, no sharp cut-off; inactive = mostly below about 32%; note: some compounds called inactive have numbers as strong as hits
IDE act = IDE (human) activation, cell-based. AID 493087. activation, % at 5.96 µM. HEK cells, FAbeta-B cleavage, fluorescence polarization; 0% vehicle, 100% cell-free pure enzyme wells. 340,000 tested, 0.073% active. P14735;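 active = activation above the mean of all tested compounds plus 3 SD, set per screening campaign, cut at about 17% in these data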
M18AAP inhibitor = blocks P. falciparum M18 aspartyl aminopeptidase | recombinant PfM18AAP, H-Glu-NHMec fluorogenic cleavage | 290,000 tested, 1.2% active | inhibition, % at 7.35 µM;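 active = inhibition above the campaign mean inhibition over all tested compounds plus 3 SD, cut at about 28% in these data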;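 note: 0% = plate median of test compound wells and 100% = 2 mM ZnCl2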
MEKK3 PB1 HTS = raises or lowers MEK5 binding to the human MEKK3 PB1 domain; bead-based flow cytometry, Alexa488-MEK5 binding to MEKK3; actives lie on both sides; 0 = blocked by unlabeled MEK5, 100 = vehicle; Q99759; binding response (% of control), % at 10 µM; 290,000 tested, 1.4% active;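 active = binding response more than 3 SD above or below the average of its plate-row segment, actives on both sides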;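 note: Alexa488 bead fluorescence after subtracting the streptavidin-only scavenger bead signal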
Target sequence (Q99759 whole entry, looked up, the tested form may be a part): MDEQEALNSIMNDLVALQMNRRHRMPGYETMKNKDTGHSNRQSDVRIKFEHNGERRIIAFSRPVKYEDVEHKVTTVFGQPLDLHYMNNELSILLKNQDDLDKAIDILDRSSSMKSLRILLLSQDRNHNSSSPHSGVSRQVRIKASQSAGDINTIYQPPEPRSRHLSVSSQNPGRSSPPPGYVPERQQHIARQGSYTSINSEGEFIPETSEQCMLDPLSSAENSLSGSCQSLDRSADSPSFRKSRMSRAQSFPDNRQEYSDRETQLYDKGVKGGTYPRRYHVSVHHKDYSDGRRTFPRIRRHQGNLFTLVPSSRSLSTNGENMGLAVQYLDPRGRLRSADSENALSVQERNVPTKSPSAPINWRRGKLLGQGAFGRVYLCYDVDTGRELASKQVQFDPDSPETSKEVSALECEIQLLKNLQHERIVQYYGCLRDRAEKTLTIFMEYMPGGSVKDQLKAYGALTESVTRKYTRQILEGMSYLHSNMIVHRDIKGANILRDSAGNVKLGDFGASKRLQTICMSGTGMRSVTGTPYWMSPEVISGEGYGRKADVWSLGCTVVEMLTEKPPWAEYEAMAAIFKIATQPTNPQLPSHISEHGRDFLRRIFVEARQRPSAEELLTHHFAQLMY
MEKK2mut PB1 HTS = signal of MEK5 binding to mutant human MEKK2 PB1 domain | bead flow cytometry, Alexa488-MEK5 binding to MEKK2 mutant | percent response, % at 10 µM | 290,000 tested, 0.35% active | AID 1530; in the data active = percent response above about 24%, passing the limit was not always enough; note: inactives centre near 1; some results filed as inactive read as strong as hits; reference of the scale not given here
* marks the source's active call; other numbers are inactive results; nt = not tested or not shown. Some of the compounds tested, so the mix of outcomes need not match the whole.

molecule,pCIP destab,IDE cell inh,UBC9 SUMO inh,MEKK2wt PB1 HTS,NALP1 yeast inh,IDE act,M18AAP inhibitor,MEKK3 PB1 HTS,MEKK2mut PB1 HTS
O=C(CSc1ccc(-c2cccnc2)nn1)Nc1ccc(F)c(F)c1,-9.8,-3.2,6.8,99.0,4.8,1.0,-0.1,97.0,2.0
CS(=O)(=O)Nc1ccccc1C(=O)Nc1ccc2c(c1)OCCO2,-6.0,-1.3,17.5,101.0,17.4,2.2,-0.2,102.0,1.0
COc1cccc2sc(NNC(=O)C3=COCCO3)nc12,-10.5,-4.7,-4.9,104.0,-13.6,0.1,43.0*,102.0,0.0
CCn1c(-c2nn(-c3ccc(C)cc3)ccc2=O)n[nH]c1=S,-12.8,2.0,18.8,100.0,-1.2,2.7,3.4,100.0,2.0
COc1ccc(N2C(=O)CC(C#N)=C2N)cc1,-35.1,0.6,14.8,99.0,-14.5,2.4,-6.0,94.0,-2.0
S=C(NCc1ccccc1)N1CCN(c2ccccc2)CC1,-10.3,2.6,-2.0,102.0,-1.8,3.2,4.0,102.0,-3.0
CCOc1ccc(S(=O)(=O)NCC2CCCO2)cc1NC(=O)c1ccccc1F (stereo not given),-1.1,3.1,3.4,94.0,-16.7,0.7,-2.8,100.0,-2.0
CS(=O)c1ccccc1-c1nc(-c2cc(C(F)(F)F)cc(C(F)(F)F)c2)no1 (stereo not given),-11.8,-1.8,-22.9,nt,-1.8,3.5,8.3,nt,nt
Cc1cc(C)nc(NS(=O)(=O)c2ccc(N3Cc4ccccc4C3=O)cc2)n1,-8.8,0.6,28.1,101.0,23.9,1.4,0.8,102.0,1.0
COc1ccc(OC)c2[nH]c(=O)c(CCNC(=O)CC(C)C)cc12,2.6,3.4,12.6,93.0,39.7,2.8,-14.2,93.0,-7.0
CCc1ccccc1NC(=O)N[C@@H](C)C(=O)O,-1.3,0.8,8.3,111.0,5.6,2.6,-8.7,107.0,7.0
COc1ccccc1N1CC=C(c2cccc([N+](=O)[O-])c2)NC1=O,-2.5,5.0,4.7,112.0,2.9,4.2,5.7,127.0,27.0
Cc1cc2nc(SCCOC(=O)Nc3ccccc3)nc(C)c2cc1C,-15.4,4.1,-7.6,107.0,9.4,11.5,-3.4,106.0,3.0
CCOc1ccccc1NC(=O)N1CCCc2ccccc21,4.1,nt,-6.5,104.0,7.7,0.9,13.2,107.0,0.0
O=C(N/N=C/c1ccc(-c2ccccc2[N+](=O)[O-])o1)[C@H]1C[C@@H]1c1ccccc1,-2.4,2.5,-6.1,103.0,17.5,-6.5,8.3,117.0,0.0
Cn1ncc2c(=O)[nH]cnc21,-11.0,0.7,14.5,109.0,23.2,-5.2,0.8,104.0,0.0
CCOc1ccc(Cl)cc1/C=N/O,-3.2,2.0,-25.9,99.0,0.5,-0.1,3.4,101.0,3.0
CCCSc1nnc(CSc2ncccn2)n1C,8.7,0.0,-14.5,102.0,26.2,0.8,-3.9,98.0,2.0
Cc1ccc(C)c(C(=O)CN2C(=O)c3ccccc3S2(=O)=O)c1,-3.0,-5.1,-5.2,98.0,-10.7,-3.4,-5.6,100.0,2.0
O=C(CSc1nncs1)NC(=O)NC1CCCC1,-6.1,-0.1,1.3,132.0,-10.7,-0.7,0.5,104.0,18.0
Cc1cc(C(C)(C)C)cc(S(=O)(=O)NCCO)c1C,-2.0,1.8,5.1,110.0,3.8,1.7,0.5,106.0,5.0
O=[N+]([O-])c1ccc(NCCCO)c(S(=O)(=O)N2CCOCC2)c1,3.7,-3.5,16.1,106.0,-7.3,5.4,6.1,100.0,-2.0
CC(=O)c1c(CC(=O)O)[nH]n(-c2nc3ccccc3s2)c1=O,-34.6,1.6,5.7,108.0,1.1,-3.7,-2.1,107.0,5.0
CC1CCCN(C(=O)Cn2c(=O)oc3ccccc32)C1 (stereo not given),3.3,-1.5,11.3,93.0,16.3,1.1,0.1,94.0,-6.0
COc1ccc(-c2cc(C(F)(F)F)n3nc(C(=O)Nc4c(C)n(C)n(-c5ccccc5)c4=O)c(Cl)c3n2)cc1,5.2,5.0,18.5,97.0,6.4,6.8,-2.4,101.0,-2.0
Cc1cccc(Nc2nc(N)c([N+](=O)[O-])c(N3CCOCC3)n2)c1,-8.0,3.9,8.6,100.0,30.0,0.9,0.3,101.0,-2.0
CCOC(=O)c1sc(C)c2c(=O)n(CC(=O)c3ccc(Br)cc3)nnc12,-13.3,-4.8,17.7,100.0,29.8,3.5,3.6,101.0,5.0
O=C(NCc1ccco1)c1ccccc1Nc1ccc(F)cc1,-0.7,3.3,-8.1,90.0,5.8,1.0,13.8,94.0,-4.0
O=C(CN1CCC(C(=O)c2ccc(Cl)cc2)CC1)NC1CCCC1,-10.7,-1.9,3.9,94.0,-1.4,-3.3,2.9,92.0,-5.0
Nc1nonc1-n1nnc(C(=O)N/N=C/c2ccc(Br)cc2)c1CN1CCOCC1,2.9,1.3,-12.0,99.0,15.9,-3.3,0.4,102.0,3.0

Entries above marked active in M18AAP inhibitor:
molecule,pCIP destab,IDE cell inh,UBC9 SUMO inh,MEKK2wt PB1 HTS,NALP1 yeast inh,IDE act,M18AAP inhibitor,MEKK3 PB1 HTS,MEKK2mut PB1 HTS
COc1cccc2sc(NNC(=O)C3=COCCO3)nc12,-10.5,-4.7,-4.9,104.0,-13.6,0.1,43.0*,102.0,0.0

Remaining list, next part
molecule,pCIP destab,IDE cell inh,UBC9 SUMO inh,MEKK2wt PB1 HTS,NALP1 yeast inh,IDE act,M18AAP inhibitor,MEKK3 PB1 HTS,MEKK2mut PB1 HTS
O=C(N/C(=C/c1ccco1)C(=O)N1CCc2ccccc21)c1ccco1,-1.1,-1.9,23.4,79.0,nt,2.1,6.9,83.0,-4.0
COc1n[nH]c(C(=O)Nc2cc(F)ccc2C)c1[N+](=O)[O-],-5.3,0.8,16.8,107.0,32.8,1.7,9.3,105.0,3.0
CN(C(=O)CNC(=O)c1ccc(Br)o1)C1CCCCC1,-3.7,4.8,-6.8,103.0,-1.5,1.8,0.7,105.0,4.0
O=S(=O)(Nc1cccc2cccnc12)c1ccc(S(=O)(=O)N2CCCC2)cc1,5.0,1.6,-128.1,102.0,21.2,-5.1,-5.3,100.0,1.0
O=S(=O)(c1ccc(Cl)nc1)N1CCN(c2ncccn2)CC1,-2.4,4.7,21.9,102.0,7.7,-1.0,-0.4,102.0,-3.0
Cc1cc(C(=O)OCC(=O)N2CCCC2)c2ccccc2n1,5.1,0.6,7.4,96.0,-2.0,6.8,6.0,101.0,2.0
Cc1c(NC(=O)c2cc(-c3ccc(O)cc3)on2)c(=O)n(-c2ccccc2)n1C,6.0,-0.4,12.4,92.0,3.0,4.0,0.9,98.0,-2.0
CC12CN3CCN(CC(C3)/C1=N/N=C/c1cccc([N+](=O)[O-])c1)C2,-3.7,-5.2,2.8,97.0,0.9,4.5,5.2,90.0,-5.0
O=C(CSc1nc2ccccc2c(=O)n1CCCO)NCc1ccccc1,1.5,0.6,-7.0,102.0,2.3,1.9,6.6,101.0,2.0
Brc1ccc(CN2C3=NCCCN3c3ccccc32)cc1,1.6,0.2,-12.1,104.0,21.3,1.0,-1.1,99.0,-1.0
Cc1cc(C(=O)Nc2nc(C)c(C(=O)N(C)C)s2)ccc1[N+](=O)[O-],-0.3,-1.8,-6.6,106.0,18.4,6.5,-0.5,109.0,2.0
O=C(O)CC1(CC(=O)NCc2ccccn2)CCCCC1,2.3,0.7,12.8,121.0,9.8,1.1,-1.7,127.0,21.0
COc1ccc(S(=O)(=O)N(CC(=O)NCc2cccnc2)c2ccc(C)cc2)cc1OC,4.7,4.0,-14.0,101.0,12.1,2.9,1.3,102.0,1.0
COc1cccc(N2CCN(C(=O)C3CCN(S(=O)(=O)c4ccc5c(c4)CC(C)N5C(C)=O)CC3)CC2)c1 (stereo not given),-3.4,-1.1,2.3,102.0,8.3,-1.9,0.8,100.0,1.0
O=c1nc(N2CCOCC2)ccn1-c1nc(-c2ccccc2)sc1-c1ccccc1,4.1,1.9,20.4,85.0,25.7,-0.4,-0.1,85.0,-9.0
O=C(Cn1cnnn1)Nc1ccccc1Cc1ccccc1,nt,-3.4,nt,97.0,nt,1.3,-8.7,74.0,-3.0
Cc1ccc(/C=N/Nc2ccc(Cl)nn2)cc1,-15.7,-0.4,40.1,106.0,nt,6.0,-1.7,96.0,3.0
Cn1c(SCC(=O)Nc2cccc(F)c2)nc2c(c1=O)SCC2,-12.3,8.9,2.5,106.0,2.8,1.2,4.8,103.0,5.0
CS(=O)(=O)Cc1ccc(C(=O)NC2CCSc3ccccc32)cc1 (stereo not given),-4.6,-13.5,-6.7,103.0,12.0,-0.1,0.0,104.0,2.0
CCOC(=O)C1(Cc2cccc(F)c2)CCN(CC2CC2)CC1,-4.7,3.6,7.3,87.0,9.4,5.4,-3.0,84.0,-3.0
CCOc1ccc(S(=O)(=O)N(C)CCO)cc1-c1nc2c(C(C)(C)C)nn(C)c2c(=O)[nH]1,-8.5,2.7,12.0,nt,-5.2,4.1,4.6,nt,nt
CCOc1ccccc1NC(=S)N(CCCN1CCOCC1)Cc1cn(C)c2ccccc12,-8.9,1.8,3.4,94.0,-6.0,2.7,11.0,102.0,-1.0
CC(C)CCNC(=O)C1CCC(CNc2c(N3CCCC3)c(=O)c2=O)CC1 (stereo not given),-10.1,1.2,27.6,104.0,nt,3.3,-12.6,107.0,5.0
Cc1ccnc(NC(=O)CCC(=O)N(CC(=O)NCc2ccccc2)Cc2ccc(F)cc2)c1,-25.9,-0.2,14.2,97.0,-4.5,0.4,-9.3,103.0,1.0
CCOC(=O)/C(=N\Nc1cc(Cl)ccc1Cl)N1CCN(C)CC1,7.2,-1.5,27.3,100.0,28.5,-4.0,1.4,102.0,3.0
CCN(CC)C(=O)Cn1cc(SCC(=O)NC)c2ccccc21,10.1,6.7,-16.8,88.0,-4.4,2.9,-3.7,96.0,-6.0
O=C(NCC(=O)N1CCN(c2ccccc2O)CC1)c1ccc2c(c1)OCO2,-7.4,0.6,24.7,104.0,3.8,1.3,22.1,99.0,5.0
Cc1ccnc(NC(=O)CCC2COc3ccccc3O2)c1 (stereo not given),-3.1,10.3,-7.2,98.0,-12.0,1.6,-1.4,98.0,0.0
CC(=O)Nc1ccc(S(=O)(=O)Nc2nc3ccccc3nc2N2CCCC2)cc1,-13.7,-1.1,14.4,84.0,11.9,-0.5,5.8,77.0,-21.0
COC(=O)c1sc(NC(=O)COc2cccc(C)c2)nc1C,-11.8,4.0,-11.7,114.0,35.2,-0.4,-4.8,141.0*,2.0
Oc1ccc(-c2csc(Nc3ncccn3)n2)cc1,8.5,-3.8,10.1,103.0,28.4,0.0,-16.3,107.0,-1.0
O=C(CN1CCN(C(=O)N2CCOCC2)CC1)Nc1cc(Cl)ccc1Cl,-20.3,2.6,16.1,85.0,8.7,2.6,-9.2,87.0,-14.0
CCCC(=O)Nc1nnc(SCC(=O)NCc2cccs2)s1,-7.1,1.3,-5.2,110.0,-0.3,5.6,1.1,110.0,3.0
CCCc1cc(=O)[nH]c(N2CCN(Cc3ccc4c(c3)OCO4)CC2)n1,-17.4,nt,-5.6,97.0,10.2,-2.6,-4.7,96.0,-2.0
Cc1cc(C)nc(N/N=C/c2ccccc2OCc2ccc([N+](=O)[O-])cc2)n1,-7.2,9.0,8.1,101.0,34.2,3.9,7.9,96.0,-2.0

Screening results: PubChem, several laboratories
